Screening data: PubChem, National Center for Advancing Translational Sciences (NCATS)
HCMV antiviral – human cytomegalovirus inhibition. hit rate 4.5% among 410,000. activity change, negative = inhibition, % at 57.5 µM. HFF cells, HCMV-luciferase reporter, 72 h; active compounds read low; in the data active = activity change below about -60%; inconclusive = no clear call, values can overlap the other calls; inactive = above about -39%
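Screen run at 2 compound doses on HFFs infected with reporter HCMV, MOI 1 PFU/cell. Luciferase activity from cell lysates at 72 h post infection gave inhibition relative to buffer-only and Salinomycin wells.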
AMA1 RON2 block – inhibitors of Plasmodium falciparum AMA1-RON2 interaction | AID 720542 | hit rate 0.2% among 360,000 | Potency, µM (highest dose often 58.2 µM), for the others: at the top dose activity change, negative = inhibition, hits mostly inhibitors | AlphaScreen AMA1-biotinylated RON2 peptide binding; active = well fitted inhibition curve with a large enough effect; inconclusive = small, poorly fitted or top-dose-only effect; inactive = no such curve, though single readings can be large or run the other way;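 also: potency is read from the fitted curve at half-maximal effect; 0% = vehicle wells and -100% = peptide control; nearly all actives have a fitted effect of over 45% in size; some results filed as inactive show a strong effect at the top dose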
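AMA1 (3D7) with his tag at 25 nM final met compounds first, then biotinylated RON2 peptide at 25 nM; detection used donor plus acceptor beads, 10 µg/mL apiece, read by AlphaScreen after 30 min at room temperature.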
The depositor's hits bear a star; ? = inconclusive; [ ] = another dose, or the depositor's remark. Unless noted, % is scaled to controls: 0 for no effect and ±100 for the full control effect. The list is partial; count on the stated rates, not on these rows.

SMILES | HCMV antiviral | AMA1 RON2 block
CC(O)(c1cccc(F)c1)c1nc(-c2ccoc2)cs1 (stereo unspecified) | 19 | 6%
COc1ccc2ccccc2c1C=NN1CCCCC1 | 2 | ?
COc1ccc([C@H]2C[C@H](O)[C@@H](n3cc(C4CC4)nn3)CN2CC2CCCCC2)cc1 | -21 | 0%
Cc1ccc2nc3n(c(=O)c2c1)-c1cc2ccccc2cc1C(=O)NC3Cc1ccc(O)cc1 (stereo unspecified) | -92* | 9%
CCCCNC(=O)c1nc(C2CCN(S(=O)(=O)c3c(F)cccc3F)CC2)oc1-c1ccccc1 | -36 | -3%
Cc1ccc([C@H]2N[C@]3(CCCN(Cc4ccc(C(F)(F)F)cc4)C3=O)[C@H]3C(=O)N(Cc4ccccc4)C(=O)[C@@H]23)cc1 | 6 | -21%
Cc1ccc(C(=O)N(CC(=O)NC2CCCC2)c2ccccc2F)s1 | -23 | 10%
C[C@H]1CN([C@@H](C)CO)C(=O)CCCn2nncc2CO[C@@H]1CN(C)Cc1ccc2c(c1)OCO2 | 8 | 2%
C=CCN(CC=C)Cc1cc(=O)oc2ccc3ccccc3c12 | 6 | 30%
O=C(NC1CCCC1)C1c2ccccc2OCC(=O)N1CC(F)(F)F (stereo unspecified) | 5 | 0%
Cc1cccc(Cl)c1NC(=O)NCCCN1CCCCC1C (stereo unspecified) | -3 | 9%
Cc1ccsc1C(=O)OCC(=O)NCc1cccs1 | -12 | -3%

3 structures out of the list, ordered by molar mass, rising:
SMILES | HCMV antiviral | AMA1 RON2 block
Cc1cccc(Cl)c1NC(=O)NCCCN1CCCCC1C (stereo unspecified) | -3 | 9%
Cc1ccc(C(=O)N(CC(=O)NC2CCCC2)c2ccccc2F)s1 | -23 | 10%
COc1ccc([C@H]2C[C@H](O)[C@@H](n3cc(C4CC4)nn3)CN2CC2CCCCC2)cc1 | -21 | 0%

Additional records follow.
SMILES | HCMV antiviral | AMA1 RON2 block
Cc1ccc2nc(-c3ccco3)c(Cc3cccc(F)c3)n2c1 | 14 | -2%
Cc1cc(OCc2cc(C(=O)NC(C)c3cnn(C)c3)no2)cc(C)c1Cl (stereo unspecified) | 75 | 10%
O=C(Nc1ccccn1)C(c1ccccc1)c1ccccc1 | -5 | 11%
CC1=C(C(=O)N(C(C)C)C(C)C)CC(CC(=O)NC(c2ccccc2)c2ccccc2)C(=O)N1CCCN1CCCC1=O (stereo unspecified) | -5 | 3%
C[C@H]1CN([C@@H](C)CO)S(=O)(=O)c2ccc(Br)cc2O[C@H]1CN(C)C(=O)C1CCC1 | 11 | 0%
C[C@@H]1CN([C@H](C)CO)C(=O)CCCn2nncc2CO[C@@H]1CN(C)C(=O)c1ccc(N2CCN(C)CC2)cc1 | 17 | -7%
COCCc1ccc(OC2(C)CCN(Cc3ccc(OC)c4ccccc34)C2)cc1 (stereo unspecified) | 0 | -23%
COc1ccc(NC(=O)C2Cc3c(-c4ccccc4Oc4ccccc4)ccnc3O2)cn1 (stereo unspecified) | -29 | -21%
O=C1c2ccccc2C(=O)N1C1C=CC=CC=C1 | ? | 4%
COc1ccc(-c2c(C(=O)c3ccccc3)[nH]c(N)c2C(=O)NCc2ccccc2)cc1OC | -14 | 44%[activator]
Cc1ccc(S(=O)(=O)N2C[C@H]3C(=O)C[C@@H](c4ccccc4F)N(S(=O)(=O)c4ccc(C)cc4)[C@H]3C[C@H]2c2cccc3ccccc23)cc1 | -15 | 11%
O=C1Nc2ccccc2-n2nnnc2C1N1CCc2ccccc2C1 (stereo unspecified) | 19 | 14%
OC[C@@H]1CN(Cc2ccco2)C[C@H](n2cnc3c(Nc4ccccc4)ncnc32)O1 | 63 | 0%
O=C(OCC(=O)N1CCNC1=O)c1ccccc1Cl | 1 | -1%
Fc1ccc(-c2ccc3nccn3c2)cc1Cl | 1 | -1%
O=C(C(=O)N1CCN(c2ccccc2)CC1)c1ccc2c(c1)OCO2 | -64* | -20%
O=C(NCCN1CCC(n2c(=O)[nH]c3ccccc32)CC1)c1ccncc1 | 6 | -5%
CCC[C@H]1CN(c2ccc(OC)cc2)C(=O)[C@@H]1CC(=O)NC | 4 | 1%
COC(=O)C[C@@H]1C=C[C@@H](NC(=O)Nc2cccc(F)c2)[C@@H](CO)O1 | -11 | -4%
Cc1cc(C(=O)COc2ccc(Br)cc2F)c(C)n1CC1CCCO1 (stereo unspecified) | 42 | 2%
COC(=O)[C@@]12C[C@@H](CC(=O)NCc3cccc(C(F)(F)F)c3)C(=O)N(CCc3ccc(OC)c(OC)c3)C1=CCC(C)(C)C2 | 65 | -22%
CCCNC(=O)C1(C)CCN1C(=O)c1cc(C)n(C)n1 (stereo unspecified) | -5 | -6%
CN1C(=O)[C@H]2[C@@H](c3ccc(C(F)(F)F)cc3)N[C@]3(CCCN(Cc4ccc(F)cc4)C3=O)[C@H]2C1=O | -6 | 10%
O=C(CNc1ccc(C(F)(F)F)cc1)Nc1cccc(S(=O)(=O)N2CCCCC2)c1 | -25 | -9%
CCOc1ccc(NC(=S)N2CCC(C(=O)c3ccc(OC)cc3)CC2)cc1 | 4 | 12%
CNc1ccc2ncc(-c3ccc(OC)c(OC)c3)n2n1 | -83* | -6%
OCCNc1ncnc2c1ncn2[C@H]1CN(Cc2ccc(Cl)cc2)C[C@@H](CO)O1 | 1 | 40%[activator]
CC1(Cc2ccc(Cl)s2)C(=O)Nc2c(Cl)ccc(Cl)c21 (stereo unspecified) | ? | -4%
NC(=O)C1CCN(CC(=O)Nc2ccc3c(c2)OCO3)CC1 | 54 | 12%
Cn1cc(-c2ccc3c(c2)OCO3)c2ccccc21 | -2 | ?
O=C1NC(Cc2ccc(O)cc2)c2nc3cc(Cl)ccc3c(=O)n2-c2ncccc21 (stereo unspecified) | -26 | -4%
Cc1ccc2nc(N(CCN(C)C)C(=O)C3CCN(S(=O)(=O)c4cccs4)CC3)sc2c1 | 22 | 44%[activator]
CC(NC(=O)C1CCN(CCOc2ccc(Cl)cc2)CC1)c1cccc2ccccc12 (stereo unspecified) | -25 | -2%
COc1cccc(C(C)(O)c2nc(-c3cncnc3)cs2)c1 (stereo unspecified) | -20 | -1%
Cc1ccc(C(NC(=O)C2CCN(CCOc3ccccc3)CC2)c2ccccn2)cc1 (stereo unspecified) | -31 | -6%
CCNC(=O)C1(C)CCN(C(=O)c2ccc(OC)cc2OC)C1 (stereo unspecified) | 10 | 10%
Cc1ccc(S(=O)c2ccc([N+](=O)[O-])c3nonc23)cc1 (stereo unspecified) | -95* | 2%
C[C@H](c1ccccc1)N1C[C@H](COCc2ccccc2)Oc2cc(N3CC[C@H](N(C)C)C3)ccc2S1(=O)=O | ? | ?
CC(C)(C)N1C(=O)c2ccccc2NC(=O)C1C(=O)Nc1ccc(N2CCOCC2)cc1 (stereo unspecified) | -3 | -6%
OC[C@H]1O[C@@H](c2nc(-c3ccc(Br)cc3)no2)C[C@@H]1O | 114 | 10%
COCCNc1nc2cc(-c3cccc(C(F)(F)F)c3)sc2c(=O)n1C | 14 | -1%
COC(=O)C1(C(=O)OC)Cc2ccccc2N(S(=O)(=O)c2ccc(C)cc2)C1CC(C)=O (stereo unspecified) | -24 | -3%
O=C(Cc1ccc(Cl)cc1)NCC(=O)N1CCC2(CC1)NCCc1[nH]cnc12 | 20 | -2%
CC(C)C[C@H]1CNC(=S)N1C[C@H]1CCCN1C[C@H](Cc1ccc(O)cc1)N1C[C@H](Cc2ccccc2)N(CC2CCCCC2)C1=S | -34 | 23%
COCC#Cc1ccc2c(c1)O[C@@H](CN(C)C(=O)Nc1ccc(OC)cc1)[C@H](C)CN([C@H](C)CO)S2(=O)=O | 6 | -6%
Nc1sc(-c2ccccc2)cc1C(=O)NCCc1c[nH]c2ccccc12 | 6 | -17%
COc1ccc(CN2CCCC(C(=O)N3CCCC3)C2)c(OC)c1OC (stereo unspecified) | -9 | -29%
CCOC(=O)CSc1nc2nc(Cl)c(Cl)nc2[nH]1 | 38 | -13%
COCCNC(=O)C1(C)CCCN(C(=O)c2cc(F)ccc2C)C1 (stereo unspecified) | 12 | 14%
CC1(C(=O)Nc2ccc3c(c2)OCO3)Cc2c(-c3ccccc3)ccnc2O1 (stereo unspecified) | -12 | 8%
COc1cc(C(=O)NC(=S)Nc2ccc3ccccc3c2)cc(OC)c1OC | -8 | 86%[activator]
CC(C)COC(=O)N1CCCCC1c1cc(C(=O)NCc2cccnc2)no1 (stereo unspecified) | -28 | -4%
Cc1cccc(C)c1NC(=O)C1(C)CN(S(C)(=O)=O)CC(=O)N1CCc1ccccc1F (stereo unspecified) | -13 | -6%
COCCN1C(=O)c2ccccc2C1c1nnnn1C(C)C (stereo unspecified) | -14 | 3%
O=c1[nH][nH]c2c1C(C1CCCCC1)OC(C1CCCCC1)C2 (stereo unspecified) | ? | 50%[activator]
COc1ccc(CNC(=O)/C=C/[C@H]2O[C@@H](n3cnc4c(NC(=O)c5ccccc5)ncnc43)[C@H](O)[C@@H]2O)cc1 | -26 | 10%
COc1cccc(-c2cnc3c(NC=O)cc(-c4cccc(NC(C)=O)c4)cn23)c1 | 10 | 37%[activator]
O=C(Nc1ccc(N2CCOCC2)cc1)c1cccc2c(-c3ccc(F)c(F)c3)coc12 | ? | 0%
COc1cc(-c2cc(C(=O)O)c3cc4ccccc4cc3n2)cc(OC)c1OC | -21 | 14%
O=C(NCc1ccccc1)C(c1ccccc1F)n1c(=O)c(-c2ccccc2)nc2ccccc21 (stereo unspecified) | -14 | 2%

Later entries:
SMILES | HCMV antiviral | AMA1 RON2 block
CC(=O)C1=CCC(c2ccc(Cl)cc2)N(S(=O)(=O)c2ccccc2C)C1 (stereo unspecified) | -14 | 2%
CCCCC(=O)N(C)c1c(C)nc2ccc(C(=O)N(CC)CCN(C)C)cn12 | 9 | 4%
COCOCCn1cc(CN2CCS(=O)(=O)N(Cc3ccc(-c4ccc(Cl)nc4)cc3)C(CC(C)C)C2=O)nn1 (stereo unspecified) | 4 | 5%
CCCCCNC(=O)C(c1cccc2ccccc12)n1c(=O)c(-c2cc3ccccc3[nH]2)nc2ccccc21 (stereo unspecified) | 15 | 47%[activator]
NC(c1ccc(F)c(F)c1)c1nc(-c2cc(F)cc(F)c2)cs1 (stereo unspecified) | -34 | -3%
CC1(C(=O)Nc2cccc(NS(C)(=O)=O)c2)Cc2c(-c3ccc(C(N)=O)cc3)ccnc2O1 (stereo unspecified) | 68 | 4%
OC[C@@H]1CN(Cc2cccs2)C[C@H](n2cnc3c(NC4CCCC4)ncnc32)O1 | -18 | 1%

Of the compounds above, 12 have a Cl atom.
SMILES | HCMV antiviral | AMA1 RON2 block
Cc1cccc(Cl)c1NC(=O)NCCCN1CCCCC1C (stereo unspecified) | -3 | 9%
Cc1cc(OCc2cc(C(=O)NC(C)c3cnn(C)c3)no2)cc(C)c1Cl (stereo unspecified) | 75 | 10%
O=C(OCC(=O)N1CCNC1=O)c1ccccc1Cl | 1 | -1%
Fc1ccc(-c2ccc3nccn3c2)cc1Cl | 1 | -1%
OCCNc1ncnc2c1ncn2[C@H]1CN(Cc2ccc(Cl)cc2)C[C@@H](CO)O1 | 1 | 40%[activator]
CC1(Cc2ccc(Cl)s2)C(=O)Nc2c(Cl)ccc(Cl)c21 (stereo unspecified) | ? | -4%
O=C1NC(Cc2ccc(O)cc2)c2nc3cc(Cl)ccc3c(=O)n2-c2ncccc21 (stereo unspecified) | -26 | -4%
CC(NC(=O)C1CCN(CCOc2ccc(Cl)cc2)CC1)c1cccc2ccccc12 (stereo unspecified) | -25 | -2%
O=C(Cc1ccc(Cl)cc1)NCC(=O)N1CCC2(CC1)NCCc1[nH]cnc12 | 20 | -2%
CCOC(=O)CSc1nc2nc(Cl)c(Cl)nc2[nH]1 | 38 | -13%
CC(=O)C1=CCC(c2ccc(Cl)cc2)N(S(=O)(=O)c2ccccc2C)C1 (stereo unspecified) | -14 | 2%
COCOCCn1cc(CN2CCS(=O)(=O)N(Cc3ccc(-c4ccc(Cl)nc4)cc3)C(CC(C)C)C2=O)nn1 (stereo unspecified) | 4 | 5%
